Bioassay records as filed in PubChem BioAssay.
KOR beta-arrestin-1: kappa opioid receptor activators – cell-based, luminescence, uHTS, primary screen (AID 1777) | KOR beta-arrestin recruitment, luminescence; higher % means a stronger effect | activation, % at 10 µM, or EC50 in µM where a hit was titrated | hit rate 0.02% among 280,000; in the data active means activation above about 50%, passing the limit was not always enough; further: a part of the inactive calls stands beside numbers as strong as those of hits
M1AAP inhibition: P. falciparum M1AAP inhibitors, biochemical, fluorogenic H-Leu-NHMec substrate, 1536-well (AID 1445); recombinant M1AAP, H-Leu-NHMec fluorogenic kinetic assay; higher % means a stronger effect; one-dose inhibition, % at 30 µM; IC50 in µM for titrated hits; hit rate 0.42% among 220,000;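 active means primary inhibition above the hit cutoff, then over 50% inhibition at one or more dose response concentrations, cut at about 23% in these data, passing the limit was not always enough; inconclusive means conflicting primary data, or primary hits not chosen for dose response; inactive means low primary inhibition, or under 50% at every dose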;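 further: plate controls were DMSO full reaction for no effect and no enzyme background for full effect; strong numbers were not always called active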
Dynein transport: blocks dynein driven cargo transport along microtubules. 3617.4 mouse cells, GR-EGFP nuclear translocation imaging; test concentration mostly 20 µM; stimulated with dexamethasone, 1 µM; stronger effect = lower value. AID 1381. hit rate 0.47% among 220,000. z-score, hits read low;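 active means plate z-score of nuclear minus cytoplasmic receptor signal below a set negative limit, without overly bright fluorescence or cell loss, cut at about -3.5 in these data, passing the limit was not always enough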;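 further: z-score of nuclear minus cytoplasmic ring GR-EGFP intensity difference per well; some compounds called inactive have numbers as strong as hits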
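Also added: dexamethasone, 1.0 µM final. Medium: tet-free, stripped-serum medium. Detection: fixed, Hoechst-stained cells imaged at 10x for EGFP. Read-out: nuclear-to-cytoplasmic GR-EGFP distribution per well. Times: induction 48 h, compound 1 h, agonist 30 min.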
NOD1 NF-kB reporter: NOD1 signaling inhibitors, primary screen, cell-based, luminescence, uHTS (AID 1578) | hit rate 1% among 290,000 | inhibition, % at 4 µM; hits with a dose series show EC50 in µM | NOD1-driven NF-kB luciferase reporter cells, luminescence; higher % means a stronger effect; in the data active means inhibition mostly above about 36%, no sharp cut-off; inactive means mostly below about 34%;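 further: HEK-293T reporter cells stimulated with the NOD1 agonist gamma-tri-DAP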
M17LAP inhibition: P. falciparum M17LAP inhibitors, primary screen, biochemical, fluorogenic H-Leu-NHMec substrate, 1536-well (AID 1619) | recombinant M17LAP, H-Leu-NHMec fluorogenic kinetic assay; higher % means a stronger effect | hit rate 0.38% among 220,000 | inhibition, % at 30 µM, or IC50 in µM where a hit was titrated;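 active means compound inhibiting the enzyme by more than half at any dose during confirmatory dose-response retesting; inconclusive means strong single-dose inhibitors picked by rank but not retested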;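 further: plate controls were full reaction with DMSO carrier for no effect and no enzyme background for full effect; strong numbers were not always called active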
AID2073: inhibitors of Mint1-CaV2.2 protein interaction, biochemical, HTRF (AID 2073) | HTRF protein-protein interaction, Mint1-CaV2.2; higher % means a stronger effect | hit rate 0.19% among 290,000 | inhibition, % at 20 µM; hits with a dose series show IC50 in µM; in the data active means inhibition mostly above about 51%, no sharp cut-off; inconclusive means no clear call, values can overlap the other calls; inactive means mostly below about 53%; further: some results filed as inactive read as strong as hits
NOD2 inhibition: NOD2 signaling inhibitors, cell-based, luminescence, uHTS, HEK293 (AID 1566); HEK293 NOD2/NF-kB luciferase reporter, luminescence; higher % means a stronger effect; inhibition, % at 4 µM, or EC50 in µM where a hit was titrated; hit rate 0.63% among 290,000; further: many of its hits are not listed in these tables
KOR beta-arrestin-2: KOR antagonists, beta-arrestin recruitment, cell-based, luminescence, uHTS (AID 1778) | hit rate 0.091% among 290,000 | inhibition, % at 10 µM; hits with a dose series show IC50 in µM | KOR beta-arrestin recruitment, luminescence, antagonist mode; higher % means a stronger effect; further: strong numbers were not always called active
GPR55 beta-arrestin: GPR55 agonists via beta-arrestin recruitment, primary screen, imaging, U2OS cells, beta-arrestin-GFP redistribution (AID 1961); U2OS GPR55 beta-arrestin-GFP redistribution imaging; higher % means a stronger effect; one-dose activation, % at 10 µM; EC50 in µM for titrated hits; hit rate 0.048% among 290,000;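 active means activation above 40% with more than 50 cells counted in the well; inconclusive means wells holding fewer than 50 cells, flagged as toxic or sparse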;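 further: U2OS osteosarcoma cells stably expressing GPR55 and beta-arrestin-GFP; plate controls were DMSO negative control for no effect and LPI positive control for full effect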
Dynein transport cytoplasmic EGFP: further read-out of Dynein transport, marked with its call; z-score; measured here: cytoplasmic GR-EGFP intensity; stronger effect = higher value
Dynein transport nuclear GR-EGFP: second read-out of Dynein transport, no call of its own (marks repeat the call); z-score; measured here: nuclear GR-EGFP intensity;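 lower value marks the stronger effect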
Dynein transport cell count: second read-out of Dynein transport, no call of its own (marks repeat the call); z-score; measured here: cell count per field
* = called active by the depositor; [ ] = dose if it differs, or a comment. Unless noted, no stated cut-off is given here; in the data, active means inhibition above about 50%; inactive means the rest. Some of the compounds tested; the hit share may differ from the screen's.

Screening CC1CCC2(CC1)NC(=O)N(CC(=O)c1ccc(Cl)s1)C2=O (centres undefined) returned KOR beta-arrestin-1 1.1%, NOD1 NF-kB reporter -43%, AID2073 14%, NOD2 inhibition 10%, KOR beta-arrestin-2 6% and GPR55 beta-arrestin 0.0%.
`CC(=O)c1ccc(NC(=O)COC(=O)c2ccccc2Sc2ccccc2C#N)cc1` gave KOR beta-arrestin-1 -1.7%, M1AAP inhibition -3%, Dynein transport -0.17, NOD1 NF-kB reporter 7%, M17LAP inhibition -1%, AID2073 inconclusive, NOD2 inhibition 3%, KOR beta-arrestin-2 -9%, GPR55 beta-arrestin 0.2%, Dynein transport cytoplasmic EGFP -0.2, Dynein transport nuclear GR-EGFP -0.31 and Dynein transport cell count 0.36.
`COc1ccc(C2C3=C(CC(C)(C)CC3=O)Nc3c2c(=O)n(C)c(=O)n3C)cc1OC` (centres undefined) gave KOR beta-arrestin-1 -2.0%, M1AAP inhibition -10%, Dynein transport 0.39, NOD1 NF-kB reporter -26%, M17LAP inhibition 83%, AID2073 1%, NOD2 inhibition 8%, KOR beta-arrestin-2 -21%, GPR55 beta-arrestin 0.6%, Dynein transport cytoplasmic EGFP -0.12, Dynein transport nuclear GR-EGFP 0.2 and Dynein transport cell count -0.87.
Screening Cc1noc(NS(=O)(=O)c2ccc(N/C=C\C(=O)c3ccc4c(c3)OCO4)cc2)c1C returned KOR beta-arrestin-1 2.1%, M1AAP inhibition 15%, Dynein transport -0.68, NOD1 NF-kB reporter -7%, M17LAP inhibition 14µM*, AID2073 3%, NOD2 inhibition -25%, KOR beta-arrestin-2 -13%, GPR55 beta-arrestin 0.0%, Dynein transport cytoplasmic EGFP -0.23, Dynein transport nuclear GR-EGFP -0.96 and Dynein transport cell count 1.1.
O=C(/C(=C(\O)c1ccccc1)c1nc2ccccc2[nH]1)c1ccccc1 was read as KOR beta-arrestin-1 0.9%, M1AAP inhibition 9%, Dynein transport 0.51, NOD1 NF-kB reporter -4%, M17LAP inhibition 12%, AID2073 -4%, NOD2 inhibition 0%, KOR beta-arrestin-2 17%, GPR55 beta-arrestin 0.7%, Dynein transport cytoplasmic EGFP -0.29, Dynein transport nuclear GR-EGFP 0.15 and Dynein transport cell count 0.43.
`COc1cc(CNC(C)(C)C)cc(Br)c1OCc1cccs1` gave KOR beta-arrestin-1 -0.5%, M1AAP inhibition 6%, Dynein transport 0.48, NOD1 NF-kB reporter -23%, M17LAP inhibition 4%, AID2073 -3%, NOD2 inhibition 3%, KOR beta-arrestin-2 5%, GPR55 beta-arrestin -0.1%, Dynein transport cytoplasmic EGFP -0.12, Dynein transport nuclear GR-EGFP 0.32 and Dynein transport cell count -0.68.
For O=C1c2ccccc2NC2(CCCCC2)N1N=C1CCCCC1 the results were KOR beta-arrestin-1 -1.2%, M1AAP inhibition inconclusive, Dynein transport -0.13, NOD1 NF-kB reporter -23%, M17LAP inhibition -4%, AID2073 -5%, NOD2 inhibition -6%, GPR55 beta-arrestin 0.2%, Dynein transport cytoplasmic EGFP -0.26, Dynein transport nuclear GR-EGFP 0.057 and Dynein transport cell count 1.2.
Screening N=c1c(C(=O)NCCc2ccccc2)cc2c(=O)n3ccccc3nc2n1Cc1ccco1 returned KOR beta-arrestin-1 -2.3%, NOD1 NF-kB reporter -43%, AID2073 18%, NOD2 inhibition -7%, KOR beta-arrestin-2 20% and GPR55 beta-arrestin 0.7%.
Cc1ccc(CC(=O)Nc2cc(C)on2)cc1 was read as KOR beta-arrestin-1 -1.1%, NOD1 NF-kB reporter -10%, AID2073 13%, NOD2 inhibition -4%, KOR beta-arrestin-2 12% and GPR55 beta-arrestin 0.0%.
`COc1ccc(NC(=O)c2ccc(-c3nn(C)c(=O)c4ccccc34)cc2)cc1C(N)=O` gave KOR beta-arrestin-1 -0.5%, M1AAP inhibition 1%, Dynein transport 0.29, NOD1 NF-kB reporter 2%, M17LAP inhibition -5%, AID2073 -4%, NOD2 inhibition 26%, KOR beta-arrestin-2 22%, GPR55 beta-arrestin -0.1%, Dynein transport cytoplasmic EGFP -0.2, Dynein transport nuclear GR-EGFP 0.76 and Dynein transport cell count -0.45.
COC(=O)C1C(=O)C(C(=O)c2ccccc2)C(=O)CC1(C)C (centres undefined) was read as KOR beta-arrestin-1 6.5%, NOD1 NF-kB reporter -5%, AID2073 -7%, NOD2 inhibition 3%, KOR beta-arrestin-2 9% and GPR55 beta-arrestin -0.1%.
`COc1cccc(CN(C)C(=O)C23CC4CC(CC(NC(C)=O)(C4)C2)C3)c1OC` gave KOR beta-arrestin-1 -0.9%, NOD1 NF-kB reporter -16%, AID2073 3%, NOD2 inhibition 10%, KOR beta-arrestin-2 17% and GPR55 beta-arrestin 0.3%.
COC(=O)CCC(=O)Nc1c(C)n(C)n(-c2ccccc2)c1=O was read as KOR beta-arrestin-1 -9.1%, M1AAP inhibition 4%, Dynein transport 0.19, NOD1 NF-kB reporter -29%, M17LAP inhibition -13%, AID2073 7%, NOD2 inhibition 2%, KOR beta-arrestin-2 22%[20 µM], GPR55 beta-arrestin 0.2%, Dynein transport cytoplasmic EGFP -0.38, Dynein transport nuclear GR-EGFP -0.52 and Dynein transport cell count 1.3.
For Cc1cc(C)cc(OCC(O)CN2CC(C)OC(C)C2)c1 (centres undefined) the results were KOR beta-arrestin-1 -2.6%, NOD1 NF-kB reporter -30%, AID2073 4%, NOD2 inhibition -2%, KOR beta-arrestin-2 -14%[20 µM] and GPR55 beta-arrestin 0.2%.
`Cc1nn(C(C)C(=O)NCc2ccco2)c(C)c1[N+](=O)[O-]` (centres undefined) gave KOR beta-arrestin-1 -5.3%, M1AAP inhibition -2%, Dynein transport -1.1, NOD1 NF-kB reporter -21%, M17LAP inhibition 18%, AID2073 -2%, NOD2 inhibition 4%, KOR beta-arrestin-2 34%, GPR55 beta-arrestin -0.2%, Dynein transport cytoplasmic EGFP -0.26, Dynein transport nuclear GR-EGFP -0.21 and Dynein transport cell count 0.64.
`CC(=O)N(Cc1cc2ccccc2[nH]c1=O)c1ccc(C)cc1` gave KOR beta-arrestin-1 2.4%, NOD1 NF-kB reporter -17%, AID2073 3%, NOD2 inhibition 11%, KOR beta-arrestin-2 -36%[20 µM] and GPR55 beta-arrestin 0.8%.
For CCOC(=O)c1c(N)sc(C(=O)Nc2ccccc2F)c1C the results were KOR beta-arrestin-1 -5.5%, M1AAP inhibition 4%, Dynein transport 0.82, NOD1 NF-kB reporter -53%, M17LAP inhibition 8%, AID2073 0%, NOD2 inhibition -186%, KOR beta-arrestin-2 -8%[20 µM], GPR55 beta-arrestin 0.0%, Dynein transport cytoplasmic EGFP -0.26, Dynein transport nuclear GR-EGFP 0.022 and Dynein transport cell count 0.099.
`Cc1ccccc1Cn1nc(C)c(NC(=O)c2cc(-c3cccs3)on2)c1C` gave KOR beta-arrestin-1 -0.5%, M1AAP inhibition 8%, Dynein transport -0.54, NOD1 NF-kB reporter 29%, M17LAP inhibition 4%, AID2073 17%, NOD2 inhibition 17%, KOR beta-arrestin-2 11%, GPR55 beta-arrestin 0.2%, Dynein transport cytoplasmic EGFP 0.017, Dynein transport nuclear GR-EGFP -0.45 and Dynein transport cell count 0.37.
For O=C(O)C1(P(=O)(c2ccccc2)c2ccccc2)CCC1 the results were KOR beta-arrestin-1 -1.8%, M1AAP inhibition 9%, Dynein transport 1.2, NOD1 NF-kB reporter -6%, M17LAP inhibition -5%, AID2073 2%, NOD2 inhibition 4%, KOR beta-arrestin-2 -23%, GPR55 beta-arrestin -0.2%, Dynein transport cytoplasmic EGFP -0.17, Dynein transport nuclear GR-EGFP 1.5 and Dynein transport cell count -0.66.
`CN(C)C(=O)N1CCC(C(=O)N2CCCC(C(=O)c3ccc(C(C)(C)C)cc3)C2)CC1` (centres undefined) gave KOR beta-arrestin-1 -3.0%, M1AAP inhibition -1%, Dynein transport -0.64, NOD1 NF-kB reporter -15%, M17LAP inhibition -3%, AID2073 -8%, NOD2 inhibition 17%, KOR beta-arrestin-2 -18%, GPR55 beta-arrestin 0.0%, Dynein transport cytoplasmic EGFP 0.1, Dynein transport nuclear GR-EGFP -0.44 and Dynein transport cell count 0.96.
O=C(NCCOc1ccccc1Cl)c1ncn[nH]1 was read as M1AAP inhibition 5%, Dynein transport -0.38, NOD1 NF-kB reporter -14%, M17LAP inhibition 1%, AID2073 11%, NOD2 inhibition 11%, KOR beta-arrestin-2 3%[20 µM], GPR55 beta-arrestin 0.7%, Dynein transport cytoplasmic EGFP -0.34, Dynein transport nuclear GR-EGFP -0.29 and Dynein transport cell count 1.5.
Screening COc1ccc(CCC(C)N2CCOCC2)cc1 (centres undefined) returned KOR beta-arrestin-1 4.9%, NOD1 NF-kB reporter -10%, AID2073 9%, NOD2 inhibition 13%, KOR beta-arrestin-2 -37%[20 µM] and GPR55 beta-arrestin 0.0%.
`CC1CCCCC12NC(=O)N(CC(=O)Nc1sc3c(c1C(N)=O)CCC3)C2=O` (centres undefined) gave KOR beta-arrestin-1 4.9%, M1AAP inhibition 4%, Dynein transport 0.056, NOD1 NF-kB reporter -14%, M17LAP inhibition 7%, AID2073 15%, NOD2 inhibition -8%, KOR beta-arrestin-2 -1%, GPR55 beta-arrestin 0.1%, Dynein transport cytoplasmic EGFP -0.23, Dynein transport nuclear GR-EGFP 0.7 and Dynein transport cell count 0.89.

2 entries picked at random from those above:
For O=C(O)C1(P(=O)(c2ccccc2)c2ccccc2)CCC1 the results were KOR beta-arrestin-1 -1.8%, M1AAP inhibition 9%, Dynein transport 1.2, NOD1 NF-kB reporter -6%, M17LAP inhibition -5%, AID2073 2%, NOD2 inhibition 4%, KOR beta-arrestin-2 -23%, GPR55 beta-arrestin -0.2%, Dynein transport cytoplasmic EGFP -0.17, Dynein transport nuclear GR-EGFP 1.5 and Dynein transport cell count -0.66.
`Cc1nn(C(C)C(=O)NCc2ccco2)c(C)c1[N+](=O)[O-]` (centres undefined) gave KOR beta-arrestin-1 -5.3%, M1AAP inhibition -2%, Dynein transport -1.1, NOD1 NF-kB reporter -21%, M17LAP inhibition 18%, AID2073 -2%, NOD2 inhibition 4%, KOR beta-arrestin-2 34%, GPR55 beta-arrestin -0.2%, Dynein transport cytoplasmic EGFP -0.26, Dynein transport nuclear GR-EGFP -0.21 and Dynein transport cell count 0.64.
